Cy5 interf NS3h: Cy5 fluorescence interference, HCV helicase counter-screen; AID 720488; Cy5-dT15 DNA with NS3h; actives lie on both sides; signal over control mean, under 1 quenches; 16,000 tested, 6% active; fluorescence interference ratio at 100 µM;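 active = compound fluorescence over control fluorescence at most 0.8, a quencher, or at least a set upper limit, an enhancer; inactive = ratio between 0.8 and the set upper limit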
NS3h inh CB: blocks HCV NS3 helicase binding to DNA | inhibition, % at 100 µM | 16,000 tested, 1.6% active | NS3h Cy5-dT15 DNA binding, fluorescence polarization;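 active = inhibition above the average over every tested compound plus 3 SD, cut at about 40% in these data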
* marks the source's active call; other numbers are inactive results. Rows are unselected (roughly 7% active in at least one column).

cpd	structure	Cy5 interf NS3h	NS3h inh CB
1	COc1cccc2c1CC/C(=C\c1ccc(N(C)C)cc1)C2=O	0.978	25.2
2	Cc1ccc(S(=O)(=O)Nc2ccc(Br)cc2C(=O)c2ccccc2)cc1	1.02	10.9
3	CN(Cc1ccccc1)C(=O)c1nn2c(C(F)(F)F)cc(-c3ccccc3)nc2c1Cl	0.61*	7.7
4	COc1ccc(NC(=O)CSCCc2ccccn2)c([N+](=O)[O-])c1	0.836	-1.5
5	CN(C)c1cccc(C(=O)n2nnc3ccccc32)c1	0.989	4.1
6	COc1cc(C(C)=O)ccc1OCC(=O)O	1.09	5.8
7	CCCOc1ccc(/C=N\N2CCN(Cc3ccc(C)cc3)CC2)cc1	0.98	9.7
8	CN1C(=O)/C(=C\c2cn(Cc3ccccc3)c3ccccc23)SC1=S	1.03	11.7
9	O=C1O/C(=C\C(=O)N2CCOCC2)c2ccccc21	1.05	4.4
10	Cc1ccccc1N1C(=O)/C(=C\c2ccc(F)cc2)SC1=S	1.15	16.4
11	C=CS(=O)(=O)c1ccc(C(C)(C)C)cc1	1.03	-10.7
12	CC(=O)c1ccc(Nc2nc(NCCO)nc(OC(C(F)(F)F)C(F)(F)F)n2)cc1	0.911	3.2
13	CCc1ccc(S(=O)(=O)Nc2cc3c(C(=O)O)c(C)oc3c3ccccc23)cc1	0.72*	-17.9
14	COc1ccc(-c2nc3ccc4ccccc4c3c3c2CCCC3)cc1	1.03	-4.9
15	CCOC(=O)c1c(NC(=O)c2ccc(Cl)cc2)sc(C(=O)Nc2cc(C(F)(F)F)ccc2Cl)c1C	1.07	1.8
16	Cc1ccccc1CC1S/C(=N/N=C\c2ccco2)NC1=O (stereo not drawn)	0.993	2.8
17	COc1ccccc1C1NC(=S)NC(C)=C1C(=O)Nc1ccc(C)c(Cl)c1 (stereo not drawn)	1.03	1.4
18	CCS(=O)(=O)C(=CNc1ccccc1)S(=O)(=O)CC	1.06	-4.0
19	Cc1ccccc1N1CCN(C(=S)c2ccc(Cl)cc2)CC1	1.05	4.8
20	Cc1ccccc1NC(=S)NCCOc1ccccc1Cc1ccccc1	0.598*	10.5
21	CC(CNC(=O)c1ccc(Br)cc1)CN(C)C (stereo not drawn)	1.15	4.7
22	Cc1ccccc1N(CC(=O)NCCc1ccc(Cl)cc1)S(=O)(=O)c1ccccc1	1	13.6
23	O=C(Nc1ccc2oc(-c3ccc(F)cc3Cl)nc2c1)c1ccc(Br)o1	0.929	-22.1
24	Cc1ccc(-n2c(C)cc(/C=C(/C#N)C(=O)Nc3ccc(F)cc3)c2C)cc1	1.06	2.4

Some of these compounds in order of heavy-atom count, largest number first:
cpd	structure	Cy5 interf NS3h	NS3h inh CB
19	Cc1ccccc1N1CCN(C(=S)c2ccc(Cl)cc2)CC1	1.05	4.8
18	CCS(=O)(=O)C(=CNc1ccccc1)S(=O)(=O)CC	1.06	-4.0
21	CC(CNC(=O)c1ccc(Br)cc1)CN(C)C (stereo not drawn)	1.15	4.7

Compound profiles (already shown). Order of values: Cy5 interf NS3h	NS3h inh CB
Cc1ccccc1N1CCN(C(=S)c2ccc(Cl)cc2)CC1 is listed with 1.05	4.8
O=C(Nc1ccc2oc(-c3ccc(F)cc3Cl)nc2c1)c1ccc(Br)o1 is listed with 0.929	-22.1
CC(CNC(=O)c1ccc(Br)cc1)CN(C)C (stereo not drawn) is listed with 1.15	4.7
Cc1ccccc1NC(=S)NCCOc1ccccc1Cc1ccccc1 is listed with 0.598*	10.5
CCS(=O)(=O)C(=CNc1ccccc1)S(=O)(=O)CC is listed with 1.06	-4.0

(cont.)
cpd	structure	Cy5 interf NS3h	NS3h inh CB
25	Cc1ccc(C2(C)N(O)C(C)C(c3ccccc3)=[N+]2[O-])cc1 (stereo not drawn)	0.95	-3.5
26	CSc1ccc(/C=C(/NC(=O)c2ccccc2)c2nc3ccccc3[nH]2)cc1	0.997	5.0
27	COc1ccc(N(CC(=O)Nc2ccccc2Br)S(=O)(=O)c2ccccc2)cc1Cl	1.06	9.9
28	Cc1ccc(-n2c(C)c([N+](=O)[O-])c3ccc(O)cc32)cc1	1.04	23.9
29	O=C(Nc1nnc(COc2ccc(C3CCCCC3)cc2)s1)c1ccccc1	1.09	3.2
30	COc1ccc(C)cc1NC(=O)c1ccc(Cl)c(Cl)c1	1.02	0.7
31	COc1ccc(C2C3C(=O)N(c4ccccc4)C(=O)C3ON2c2ccccc2C)cc1 (stereo not drawn)	1.04	7.9
32	O=C(Nc1ccccc1C(=O)NCCc1ccccc1)c1ccccc1Cl	0.948	12.5
33	O=C(/C=C\Nc1ccc2c(c1)OCO2)c1ccc(F)cc1	1.07	11.7
34	O=C(/C=C/c1ccco1)Nc1ccc(NC(=O)c2ccco2)cc1	0.983	7.5
35	COC(=O)c1ccc(NC(=O)c2cncc(Br)c2)cc1	0.996	5.1
36	CCOC(=O)C(CNC(=O)c1ccccc1)(Oc1ccc(Cl)cc1)C(=O)OCC	0.96	5.6
37	Cc1ccc(-n2nc(C)c(-c3cccc([N+](=O)[O-])c3)c2C)cc1Cl	0.647*	6.9
38	CCOC(=O)c1c(NC(=O)/C=C/c2ccc(OC)cc2)sc2c1CCCC2	1.03	7.8
39	CCOC(=O)c1ccc(-n2c(C)cc(C=C3C(=O)c4ccccc4C3=O)c2C)cc1	1.06	19.3
40	CCc1ccc(NC2=C(Cl)C(=O)N(c3ccc(C)cc3)C2=O)cc1	0.915	12.4
41	CCc1cc(C)cc(OCCOc2ccc(/C=c3\sc4nc5ccccc5n4c3=O)cc2)c1	0.994	-0.6
42	COc1ccc(/C=C/C(=O)NCC2CCCO2)cc1Br (stereo not drawn)	1.06	3.8
43	CCOc1cc(/C=C2/NC(=S)NC2=O)ccc1OCc1ccc(Cl)cc1	0.937	-15.3
44	O=C(O)c1ccc(CN2CCOCC2)cc1	1.11	-1.9
45	CCc1ccc(N2CC(C(=O)Nc3cccc(C)c3C)CC2=O)cc1 (stereo not drawn)	1.01	0.3
46	CCOC(=O)c1c(N)c(C#N)n2c1CCC2	1.05	1.5
47	CC(C)NC(=O)c1ccc(Cl)c([N+](=O)[O-])c1	1.12	5.3
48	O=C(NCc1ccco1)C(=O)Nc1cccc(C(F)(F)F)c1	1.15	5.4
49	COC(=O)C1=NN(C(=O)OC(C)(C)C)C(O)(C(C)(C)C)C1 (stereo not drawn)	0.972	-6.5
50	Cc1cccc(C)c1NC(=O)C1CC(=O)N(c2ccc(Br)cc2)C1 (stereo not drawn)	0.953	3.3
51	CC(=O)NC(CCC(=O)OCc1ccccc1)C(=O)Nc1ccc(C)cc1 (stereo not drawn)	1.03	-1.9
52	COc1ccccc1CNC(=O)C(=O)NCC1CCCO1 (stereo not drawn)	1.08	3.7
53	CC(O)c1ccc(NC(=O)c2cnn3c2NC(c2ccc(F)cc2)CC3C(F)(F)F)cc1 (stereo not drawn)	0.482*	23.5
54	O=C(Nc1ccccc1)Nc1nnc(-c2ccccc2F)s1	0.949	-3.6
55	O=C1C(Cl)=C(Nc2ccccc2F)C(=O)N1c1ccc(Cl)cc1	1.01	1.2
56	COC(=O)C(=C/C=C/C=C/N(C)C)C(=O)OC	0.998	13.2
57	CCOC(=O)c1c(-c2ccc(C)cc2)csc1NC(=O)C(C)(C)C	0.689*	18.6
58	Cn1ccnc1SCC(=O)c1ccc(Cl)cc1	0.912	4.2
59	COCCOC(=O)c1c(C)oc2ccc(OCc3ccccc3F)cc12	0.917	8.8
60	CCOC(=O)c1c(C)oc2c(F)c(C(F)(F)F)c(F)c(F)c12	0.956	-4.3
61	COc1ccc(CN2CCN(Cc3ccc(OC)c(OC)c3)CC2)c(OC)c1	1.17	0.0
62	CCC1=NN(C(=O)c2ccc([N+](=O)[O-])cc2)C(O)(c2ccncc2)C1 (stereo not drawn)	1	3.3
63	COC(=O)c1cc(NC(=O)COc2ccc(Br)cc2)cc(C(=O)OC)c1	1.05	6.0
64	CCOc1ccccc1NC(=O)c1c(NC(=O)c2ccccc2F)sc2c1CCCCC2	1.13	-7.4
65	CC(C)(C)c1ccccc1OCC(O)CN1CCCCC1 (stereo not drawn)	0.948	0.3
66	CCOC(=O)C1=C(C)N=c2s/c(=C\c3ccc([N+](=O)[O-])o3)c(=O)n2C1c1ccccc1Cl (stereo not drawn)	0.712*	18.6
67	Cc1cc(C)n(C(=O)CNC(=O)c2ccc(F)cc2)n1	1	8.2
68	O=C(/C=C/c1ccc2c(c1)OCO2)c1ccc(Br)cc1	0.938	3.3
69	COCCNC(=O)c1cnn2c1NC(c1ccc(OC)c(OC)c1)CC2C(F)(F)F (stereo not drawn)	0.939	-10.2
70	CCOC(=O)C1=C(C)N=c2s/c(=C\c3ccc(OC)c(OC)c3OC)c(=O)n2C1c1ccc(Cl)cc1 (stereo not drawn)	1.02	2.2
71	Cc1ccc(S(=O)(=O)NCc2ccncc2)cc1[N+](=O)[O-]	0.992	5.4
72	CCOC(=O)C1=C(C)NC(=S)NC1c1ccc(C(=O)O)cc1 (stereo not drawn)	0.999	9.2
73	CS(=O)(=O)N(CC(=O)N1CCOCC1)c1ccccc1Cl	0.989	1.3
74	COc1nc(N=C(N)N)nc2c(C)cccc12	0.982	5.9
75	COc1ccc(CN2CCN(Cc3ccccc3C)CC2)cc1OC	1.07	-14.2
76	O=C1OC(c2ccccc2)=C/C1=C/c1ccc(-c2ccc([N+](=O)[O-])cc2)o1	0.804*	12.3
77	C/C(=N/N=C1\NC(=O)C(CC(=O)Nc2cccc(C)c2C)S1)c1ccccc1 (stereo not drawn)	1.15	-7.3
78	O=C(NCCc1c[nH]c2ccccc12)c1cccs1	0.987	8.2
79	O=C(NCCO)C(=O)NCc1ccccc1	1.16	6.8
80	CC(NS(=O)(=O)c1ccc(F)cc1)C1C2CC3CC(C2)CC1C3 (stereo not drawn)	1.04	8.9

Next section
cpd	structure	Cy5 interf NS3h	NS3h inh CB
81	CCN(O)C(C)(C)/C(=N\O)c1ccccc1	1.03	5.2
82	Cc1cc(Cl)ccc1OCC(=O)N1CCC(C(N)=O)CC1	0.979	2.2
83	COC(=O)C1(C(=O)OC)C(CC(C)C)C1(C(=O)OC)C(=O)OC	1.06	-3.5
84	COc1ccc(NC(=O)C2CC(=O)N(c3ccc(Br)cc3)C2)cc1 (stereo not drawn)	1.06	18.4
85	COc1ccc(C2=NN(C(=O)CCC(=O)O)C(c3ccccc3F)C2)cc1 (stereo not drawn)	1.04	3.2
86	O=C(/C=C/c1ccc(F)cc1)Nc1cccc2ncccc12	0.925	13.8
87	Cc1cccc(N2C(=O)c3ccc(C(=O)O)cc3C2=O)c1C	0.944	-4.6
88	COc1ccc(Cl)cc1NC(=O)c1ccc(Cl)c(Cl)c1	1	-32.8
89	O=C(Nc1nc2ccccc2s1)c1ccc(-c2ccccc2)cc1	0.526*	34.8
90	O=C(Nc1ccc(C23CC4CC(CC(C4)C2)C3)cc1)c1ccccc1Cl	1.04	-0.3
91	CCC(=O)Nc1ccc(NC(=O)c2cccc(Cl)c2Cl)cc1	1.03	16.2
92	COc1cc(CN2CCN(Cc3ccccc3C(F)(F)F)CC2)cc(OC)c1	0.973	-8.0
93	COc1ccc(N(CC(=O)Nc2ccc(Cl)cc2)S(C)(=O)=O)c(OC)c1	0.867	1.4
94	CC(=O)c1cc(F)c(N2CCN(C(=O)c3cccc(F)c3)CC2)cc1C	1.05	-1.8
95	COc1ccc(OC)c(C2C(=C(O)c3ccccc3)C(=O)C(=O)N2Cc2cccnc2)c1 (stereo not drawn)	1.06	-13.0
96	CC(C)Oc1cccc(C(=O)Nc2ccc(Cl)cn2)c1	1.03	-4.1
97	N#C/C(=C\c1ccc(-c2cc(Cl)ccc2Cl)o1)C(=O)Nc1cccc2cccnc12	1.07	7.7
98	CCCCN(CCCC)CC(O)COc1ccccc1C(=O)Nc1ccccc1 (stereo not drawn)	0.99	3.1
99	O=C(c1cnn2c1NC(c1cccs1)CC2C(F)(F)F)N1CCSCC1 (stereo not drawn)	1.07	8.4
100	Cc1ccc(C(=O)c2ccc(Br)cc2)cc1S(N)(=O)=O	0.972	8.8
101	CCOc1ccc(C(CC(=O)c2ccccc2)Nc2ccc(Cl)cc2)cc1 (stereo not drawn)	0.965	11.2
102	CCCN1C(=O)/C(=C2\SC(=S)N(c3ccc(OCC)cc3)C2=O)c2ccccc21	0.981	4.8
103	S=C(Cc1ccccc1)N1CCOCC1	1.04	7.1
104	COc1cccc(NC(=O)COc2ccc(Br)cc2C(C)(C)C)c1	0.993	10.9

The closing three compounds of the part before lead into the next.
cpd	structure	Cy5 interf NS3h	NS3h inh CB
102	CCCN1C(=O)/C(=C2\SC(=S)N(c3ccc(OCC)cc3)C2=O)c2ccccc21	0.981	4.8
103	S=C(Cc1ccccc1)N1CCOCC1	1.04	7.1
104	COc1cccc(NC(=O)COc2ccc(Br)cc2C(C)(C)C)c1	0.993	10.9
105	COc1ccc(C(=O)Nc2ncc([N+](=O)[O-])s2)cc1OC	0.92	15.9
106	CCN(CC)c1ccc(NC(=O)c2cccnc2)cc1	0.905	-5.2
107	COc1ccc(C2C(=C(O)c3ccc(C)cc3)C(=O)C(=O)N2CCCn2ccnc2)c(OC)c1 (stereo not drawn)	1.03	6.1
108	O=C(c1cc2ccccc2o1)N1CCC(c2ccccc2)C1 (stereo not drawn)	1	9.4
109	COc1ccc(CN2CCN(Cc3ccccc3OC)CC2)cc1Br	1.05	-1.0
110	Cc1ccc2nc(-c3ccc(N)cc3)cc(-c3ccccc3)c2c1	0.96	26.3
111	O=C(NCC1OCCc2ccccc21)C(c1ccccc1)c1ccccc1 (stereo not drawn)	1.08	19.5
112	NC(=O)C(=O)Nc1cccc2ccccc12	1.01	24.1
113	Cc1[nH]n(-c2ccccc2)c(=O)c1C=C1C=Nc2ccccc21	1.03	8.1
114	COc1ccc(N2C(=O)C(Cl)=C(NCc3ccccc3)C2=O)cc1	0.967	8.5
115	COc1cc(NS(=O)(=O)c2ccc([N+](=O)[O-])cc2)cc(OC)c1	1.01	9.4
